IDH1 R132H inh = human IDH1 R132H inhibition. Potency, µM (series often up to 76.6 µM), without a hit: at the highest dose activity change, negative = inhibition, hits mostly inhibitors. actives 0.093% (n = 390,000). IDH1-R132H enzyme, NADPH consumption, diaphorase/resazurin fluorescence. AID 602179; further: potency means the concentration at half of the fitted maximal effect; on the % scale 0 is the no-effect control and ±100 the full control effect; nearly all actives have a fitted effect of over 65% in size
Target sequence (O75874 whole entry R132H, stated change not applied): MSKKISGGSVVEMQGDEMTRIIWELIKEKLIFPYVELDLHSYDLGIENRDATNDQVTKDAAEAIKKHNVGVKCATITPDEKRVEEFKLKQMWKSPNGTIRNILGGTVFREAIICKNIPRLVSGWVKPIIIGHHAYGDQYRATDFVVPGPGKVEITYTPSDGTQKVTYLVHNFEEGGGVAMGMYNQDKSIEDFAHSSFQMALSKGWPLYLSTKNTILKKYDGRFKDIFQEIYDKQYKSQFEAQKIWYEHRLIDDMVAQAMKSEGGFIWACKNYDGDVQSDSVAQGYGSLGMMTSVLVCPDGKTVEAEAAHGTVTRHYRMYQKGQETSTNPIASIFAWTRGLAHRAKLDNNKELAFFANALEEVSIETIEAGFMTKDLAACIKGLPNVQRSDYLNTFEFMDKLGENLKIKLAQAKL
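IDH1-R132H (0.5 ug/mL) preincubated 30 min with compound, then NADPH (0.016 mM) and alpha-KG (2 mM) added; 80 min at RT, pH 7.5. Remaining NADPH coupled via diaphorase/resazurin to fluorescence (540/590 nm); concentration-response curves normalized to no-enzyme control.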
USP1-UAF1 inh = blocks the human USP1/UAF1 deubiquitinase complex. O94782. recombinant USP1/UAF1, Ub-Rhodamine cleavage fluorescence. Potency, µM (doses to about 57.1 µM), without a hit: top-dose activity change, negative = inhibition, usual class: inhibitors. actives 0.23% (n = 390,000); further: potency means the concentration at half of the fitted maximal effect; on the % scale 0 is the no-effect control and ±100 the full control effect; nearly all actives have a fitted effect of over 60% in size; inactives centre near -12
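Step one: compound is pinned into 1nM USP1/UAF1 in HEPES pH 7.8 buffer with TCEP. Step two: 15 min room-temperature incubation. Step three: Ub-Rho (150nM final) starts cleavage, tracked by fluorescence over six one-minute reads.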
D2 antag = D2 dopamine receptor (human) antagonism; HEK293 TREx D2 cells, calcium flux, dopamine EC80; inhibition, % at 10 µM; actives 2% (n = 340,000); AID 485344; in the data active means inhibition above about 30%; further: 0% is about no effect
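Inhibition of EC80 dopamine-driven calcium flux, recorded kinetically, defines activity here; cells are a tetracycline-induced HEK293 T-REx line expressing force-coupled D2.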
D2 ag = D2 dopamine receptor (human) agonism; activation, % at 2 µM; actives 0.53% (n = 340,000); AID 485358; HEK293 T-REx D2 cells, calcium flux agonist mode;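 active means activation over 3 SD above normal in the single-dose calcium agonist read, cut at about 30% in these data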; further: 0% is about no effect
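Tetracycline-induced HEK293 Trex cells with D2 receptor force-coupled to calcium signaling, plated overnight at 30 C and loaded with no-wash calcium dye. Calcium flux read kinetically for 180 s after compound addition; responses flag agonists.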
TRHR enhancer = allosterically enhances the human TRH receptor | P34981 | TRHR cells, fluo-8 calcium fluorescence, EC20 TRH enhancement | enhancement, % at 2 µM | actives 0.66% (n = 360,000); in the data active means enhancement above about 30%; further: 0% is about no effect
Target sequence (P34981 whole entry, looked up): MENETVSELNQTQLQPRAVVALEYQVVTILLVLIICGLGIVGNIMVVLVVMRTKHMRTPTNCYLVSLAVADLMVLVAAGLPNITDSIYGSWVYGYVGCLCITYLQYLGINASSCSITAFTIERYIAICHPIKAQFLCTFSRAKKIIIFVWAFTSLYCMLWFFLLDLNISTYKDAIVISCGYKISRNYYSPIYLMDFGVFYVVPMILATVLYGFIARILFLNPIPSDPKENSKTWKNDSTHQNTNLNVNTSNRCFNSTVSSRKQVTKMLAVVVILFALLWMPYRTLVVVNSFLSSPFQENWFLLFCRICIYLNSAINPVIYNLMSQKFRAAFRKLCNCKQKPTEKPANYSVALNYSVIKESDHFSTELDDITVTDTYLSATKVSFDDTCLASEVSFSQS
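Enhancer read-out: after compound pinning and an initial kinetic agonist-mode read, an EC20 of TRH (10 nM final) was injected and fluo-8 calcium signal (Ex 480/Em 530) followed at 1 s/cycle for 100 cycles in TRHR-expressing cells.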
TrxR1 substrate = substrates of rat thioredoxin reductase 1 | O89049 | purified TrxR1 substrate turnover, NADPH consumption readout | Potency, µM (highest dose often 114 µM), for inactives: at the top dose activity change, negative = substrate turnover | actives 0.01% (n = 390,000) | AID 588456; further: potency means the concentration at half of the fitted maximal effect; on the % scale 0 is the no-effect control and ±100 the full control effect; nearly all actives have a fitted effect of over 50% in size
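Rat TrxR1, dispensed at 90 nM, was prereduced with 400 uM NADPH (final) for 5 min at ~22 deg C, then incubated with compound 15 min before 400 uM selenite. A first-read NADPH fluorescence drop versus no-compound background flagged substrates.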
PI4K2A block = PI4K2A (human) kinase inhibition; activity change, negative = inhibition, % at 76.9 µM; Q9BTU6; purified PI4K2A, ADP-Glo luminescence, 1 h; stronger effect = lower value; actives 0.13% (n = 420,000); AID 1346378; in the data active means activity change below about -50%; inconclusive means mostly about -30% to -49%;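 further: -100% = wells without enzyme as full effect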
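PI4K2A activity was measured by ADP-Glo luminescence: enzyme (4 ug/mL stock) and phosphatidylinositol (1.2 mM stock) in Tris pH 7.5/MgCl2/EGTA/Triton X-100 buffer were reacted with ATP (300 microM stock) for one hour at ambient temperature.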
TrxR1 inh = blocks rat thioredoxin reductase 1. O89049. recombinant rTrxR1, NADPH fluorescence consumption, selenite substrate. Potency, µM (titrated, usually from 114 µM), for the others: at the highest dose activity change, negative = inhibition, most hits filed as inhibitors. actives 1% (n = 390,000). AID 588453; further: potency means the concentration at half of the fitted maximal effect; on the % scale 0 is the no-effect control and ±100 the full control effect; nearly all actives have a fitted effect of over 65% in size
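Rat TrxR1 (90 nM in the dispensed reagent) was pre-reduced with 400 uM NADPH for 5 min at room temperature, then incubated with compound for 15 min. After 400 uM selenite was added, NADPH fluorescence (Ex 340/Em 450 nm) was followed for 8 min.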
TRHR agonist = TRH receptor (human) agonism; P34981; TRHR cells, calcium flux fluo-8, FDSS agonist mode; activation, % at 2 µM; actives 0.18% (n = 360,000); in the data active means activation above about 30%; further: 0% is about no effect
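TRHR-expressing cells loaded with fluo-8 calcium dye; 23 nL library compound pin-transferred, kinetic FDSS fluorescence (Ex 480/Em 530) recorded about 180 s for agonist-induced calcium release, before a 10 nM TRH EC20 addition for potentiator mode.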
Active calls of the source: *; ? = inconclusive; nt = no result given; & = joins results of further samples; [ ] = remark or other dose. Unless noted, the call rests on the fitted dose curve; in most records, active means well fitted inhibition curve with a large enough effect; inconclusive means small, poorly fitted or top-dose-only effect; inactive means no such curve, though single readings can be large or run the other way.

Values run as follows: IDH1 R132H inh | USP1-UAF1 inh | D2 antag | D2 ag | TRHR enhancer | TrxR1 substrate | PI4K2A block | TrxR1 inh | TRHR agonist
N/C(=N\OC(=O)c1ccccc1)C(C(=O)NOC(=O)c1ccccc1)C1CCCCC1 (stereo unspecified)
    7% | -6% | nt | nt | nt | -8%[57.1 µM] | -2 | 4%[2.29 µM] | nt
Cc1ccc(C(=O)Nc2nc(=O)n(C(=O)CC(C)C)s2)cc1
    3% | -6% | 9 | 6.8 | 2 | -9% | -7 | 6% | 0.0
Cc1nc(SCC(=O)Nc2cc(C)on2)c2c(C)c(C)sc2n1
    0% | -6% | -23 | -1.0 | -3 | 2%[57.1 µM] | 2 | 10% | 0.7
CC(C)c1ccc(N(C(=O)c2csnn2)C(C(=O)NC2CCCC2)c2ccncc2)cc1 (stereo unspecified)
    9% | 1% | -2 | 0.3 | -4 | -1% | -11 | 10% | -1.1
Cc1ccsc1CN(C)C(=O)CN1C(=O)NC2(CCCCC2C)C1=O (stereo unspecified)
    -5% | -23% | -10 | 0.4 | 2 | 4% | 0 | 25% | 0.0
COCC(=O)N(Cc1cc2cc(OC)ccc2[nH]c1=O)c1ccccc1
    -1% | -27% | -7 | 4.2 | 4 | 46%[activator] | -9 | 6% | -1.1
O=C(Cn1cc(SCc2ccccc2Cl)c2ccccc21)N1CCOCC1
    1% | -13% | -5 | 0.8 | -4 | -9% | -2 | 5% | 0.6
c1ccc(C2Oc3ccccc3C3CC(c4cccs4)=NN32)cc1 (stereo unspecified)
    -3% | ? | -12 | -0.8 | 2 | -8% | 8 | ? | 0.9
O=C(N/N=C/c1ccccc1C(=O)O)c1cccc(S(=O)(=O)Nc2cc(Cl)ccc2Cl)c1
    -4% | -11% | 2 | 0.4 | -14 | -3% | -3 | 20%[0.0914 µM] | -0.4
O=C(Cn1ccc(C(F)(F)F)n1)N/N=C/c1ccc2c(c1)OCO2
    8% | -15% | -5 | -0.8 | -2 | -5% | -10 | -1% | 0.2
COc1ccc(NC(=O)COC(=O)Cn2cnc3ccccc3c2=O)c(OC)c1
    -8% | -14% | -15 | -0.1 | -3 | 0% | -5 | 26% | 1.9
O=C(O)CC(NCc1ccco1)C(=O)OCCCl (stereo unspecified)
    -6% | -18% | 12 | 3.9 | 12 | 1% | 4 | 11% | 0.4
Cc1ccc(S(=O)(=O)CCC(=O)Nc2nc3c(s2)CCCC3)cc1
    8% | -15% | -1 | -0.5 | -4 | 1% | 2 | -8% | 0.1
CCCCC(=O)OCC(=O)c1ccc(OCC)cc1
    7% | -1% | 12 | -0.5 | -2 | -5%[57.1 µM] | 3 | 16% | -0.1
O=C(CN1CCCCC1)Nc1c2c(nc3ccccc13)N(c1ccccc1)CC2
    -15% | -20% | 25 | 0.7 | 1 | 26% | -3 | 14% | 0.0
COc1ccc(N2CCN(C(c3cc4cc(C)ccc4[nH]c3=O)c3nnnn3Cc3ccccc3)CC2)cc1 (stereo unspecified)
    4% | -12% | -10 | -0.9 | 11 | -7% | -1 | -27% | -0.6
Cc1cccc(C)c1NC(=O)CNC(=O)CN1C(=O)NC2(CCc3ccccc32)C1=O (stereo unspecified)
    -17% | -15% | 33* | 0.5 | -1 | 5% | 3 | 16% | -0.1
CCOC(=O)C1=CN(C)C=C(C(=O)OCC)C1c1ccsc1
    4% | -24% | 10 | -1.5 | -2 | 560%[activator] | 1 | 0% | -0.3
Cc1ccc2oc(C(=O)N3CCC(O)(c4cccc(C(F)(F)F)c4)CC3)c(C)c2c1
    6% | -25% | 1 | -1.9 | 4 | 5% | 9 | 18% | -0.6
CCOC(=O)c1cccc(NC(=O)CSc2nnc(-c3ccncc3)n2CCCOC)c1
    16% | -1% | -6 | -1.1 | 2 | -10% | 6 | -7% | -0.3
CCC(C)(C)n1nnnc1C(c1cc2ccc(C)cc2[nH]c1=O)N(Cc1cccnc1)Cc1ccco1 (stereo unspecified)
    -3% | -5% | -16 | -3.5 | 1 | -4% | 2 | -9% | -1.3
Cc1ccc2nc(N3C(=O)CNC3=S)sc2c1
    9% | -11% | -6 | 0.7 | -6 | -4%[57.1 µM] | -4 | -1%[57.1 µM] | 0.2
Cc1c(C(=O)NCc2ccco2)oc2c(F)cccc12
    -14% | -11% | 3 | 0.0 | 37* | 2% | -6 | 15% | 0.3
COc1ccc(CC(=O)OCC(=O)N2CCc3ccccc32)cc1OC
    12% | -17% | 4 | -0.2 | 9 | 8% | -1 | 7% | -0.9
Cc1cc(Br)ccc1SCC(=O)OCC(=O)NC1CC1
    9% | -13% | -1 | -0.5 | -1 | 9% | 3 | 13% | 0.0
CC(C)c1ccc(N2C(=O)N(Cc3cccc([N+](=O)[O-])c3)c3ccccc3S2(=O)=O)cc1
    -1% | -30% | nt | 0.5 | -7 | 3%[57.1 µM] | 0 | 26%[57.1 µM] | 0.5
CC1=C(C(=O)Nc2ccccc2)C(c2ccc(Br)cc2)n2nc(CCCO)nc2N1 (stereo unspecified)
    0% | -26% | nt | 0.3 | -3 | 5% | 6 | 4% | 0.0
Cc1[nH]n(C(C)(C)C)c(=O)c1Sc1ccc(Cl)cc1
    9% | -23% | -11 | -0.7 | -1 | 8% | -14 | 40%[activator] | -0.2
CN1CC2CCCC3(C1)C(=O)NC1(CCCCC1)N=C23 (stereo unspecified)
    1% | 3% | 5 | 6.5 | 28 | -11% | 9 | 7%[57.1 µM] | -0.3
COCCNC(=O)CN1CCC(NC(=O)Nc2ccc(C(F)(F)F)cc2)CC1
    3% | -3% | 18 | 0.6 | 6 | 2%[57.1 µM] | -2 | 13%[57.1 µM] | 0.7

A different layout for 2 compounds above:
smiles | IDH1 R132H inh | USP1-UAF1 inh | D2 antag | D2 ag | TRHR enhancer | TrxR1 substrate | PI4K2A block | TrxR1 inh | TRHR agonist
COc1ccc(N2CCN(C(c3cc4cc(C)ccc4[nH]c3=O)c3nnnn3Cc3ccccc3)CC2)cc1 (stereo unspecified) | 4% | -12% | -10 | -0.9 | 11 | -7% | -1 | -27% | -0.6
Cc1cccc(C)c1NC(=O)CNC(=O)CN1C(=O)NC2(CCc3ccccc32)C1=O (stereo unspecified) | -17% | -15% | 33* | 0.5 | -1 | 5% | 3 | 16% | -0.1

Other records follow:
Values run as follows: IDH1 R132H inh | USP1-UAF1 inh | D2 antag | D2 ag | TRHR enhancer | TrxR1 substrate | PI4K2A block | TrxR1 inh | TRHR agonist
Cc1onc(-c2ccccc2)c1C(=O)Nc1sc2c(c1C(N)=O)CCC2
    -3% | -26% | -6 | -0.5 | 10 | 0% | -5 | -34% | -0.9
O=Cc1ccc(O)cc1O
    -7% | -19% | 9 | 0.6 | -3 | -10% | 3 | 6% | 0.2
COc1ccc(NC(=O)c2ccccn2)cc1OC
    1% | -22% | -10 | 0.7 | 7 | -3% | -4 | -6% | -0.1
CC(=O)N1c2ccc(S(=O)(=O)NCCc3ccc(S(N)(=O)=O)cc3)cc2CC1C (stereo unspecified)
    -5% | -8% | -5 | 15 | 2 | -5% | -5 | 19% | 0.0
CC(c1ccccc1)n1cnc2ccccc21 (stereo unspecified)
    2% | 3% | -3 | 0.3 | 0 | -6%[57.1 µM] | 1 | -16%[57.1 µM] | -1.2
Cc1ccc(CN(Cc2ccccn2)C(=O)Nc2c(F)cccc2F)cc1
    0% | -15% | -19 | -0.6 | -3 | -8% | 3 | 2% | 0.1
CC1(C)SC(C)(C)N(C=O)C1C(=O)O (stereo unspecified)
    0% | 0% | nt | nt | nt | 5%[57.1 µM] | -5 | 2%[57.1 µM] | nt
CN1CCN(c2ccccc2NC(=O)COc2ccc(Cl)cc2)CC1
    3% | -19% | 30* | 0.1 | -3 | 2% | 7 | 8% | 0.3
O=C(CCS(=O)(=O)c1cccc2nonc12)N1CC(=O)N(CCc2ccccc2)C(=O)C1
    4% | -23% | -2 | 0.6 | 2 | 4% | -1 | -8% | 0.4
C/C(=N\NC(=O)c1nnn(-c2nonc2N)c1CN1CCCCCC1)c1ccc(Br)cc1
    3% | -16% | -2 | 0.2 | -6 | -16% | -1 | 18%[0.0914 µM] | 0.8
O=C(NCC1CC1)c1ccc2c3n(nc2c1)-c1ccccc1CO3
    4% | -20% | -5 | 0.5 | 3 | 9% | ? | -12% | -0.6
CNC(=O)COc1coc(CN2CCN(Cc3ccccc3)CC2)cc1=O
    -8% | -4% | -1 | 1.2 | -6 | 8%[57.1 µM] | -2 | 20%[57.1 µM] | 0.7
Cn1ncc(Cl)c1C(=O)NCc1ccco1
    -25% | -17% | 11 | 0.5 | 0 | -9% | 2 | -16% | -0.2
Cc1cc(C)cc(OCC(=O)N(Cc2ccc(Cl)cc2)C2CCS(=O)(=O)C2)c1 (stereo unspecified)
    0% | ? | nt | -0.6 | 2 | -1% | -2 | 15% | -0.6
C[C@H](CO)N1C[C@H](C)[C@@H](CN(C)Cc2ccc(Cl)c(Cl)c2)Oc2c(NS(=O)(=O)c3ccc(F)cc3)cccc2C1=O
    6% | -18% | nt | nt | nt | 2% | 2 | 5%[57.1 µM] | nt
N#CCCN(C(=O)COc1ccc(Cl)cc1Cl)c1ccccc1
    7% | -6% | -9 | 2.0 | 1 | -1% | -5 | -1% | 1.0
COc1cccc(N2CCN(S(=O)(=O)c3ccc4c(c3)oc(=O)n4C)CC2)c1
    1% | -23% | -6 | 0.3 | -1 | 7% | 0 | 34% | 0.1
Cc1cc(C)cc(Nc2cc(C(=O)NC3CCCCC3)c3ccccc3n2)c1
    19% | -8% | nt | 0.4 | 7 | 5% | -20 | 15% | -0.5
CCOc1ccc(CC(=O)NNC(=S)NCCc2ccccc2)cc1
    14% | -20% | -2 | 0.7 | 3 | 1% | -2 | 13% | 0.4
CC(C)C(=O)N1CCN(CCN=CC2=C(O)CC(c3ccco3)CC2=O)CC1 (stereo unspecified)
    8%&11% | -10%&-3% | 17 | 0.2 | 7 | -6%&-11% | -5&7 | ? | -0.3
N#CCSc1nnc2ccc3ccccc3n12
    -1% | 9% | -9 | 0.0 | 1 | 2%[57.1 µM] | 7 | -9%[57.1 µM] | -2.1
N#CCN1CCN(CC(=O)c2ccc(Br)cc2)CC1
    6% | -23% | 1 | 0.1 | 2 | 1% | -2 | ? | 0.3
